Screens (PubChem BioAssay)
SNCA viab count: counter-screen for SNCA expression inhibitors: cell viability; 150,000 tested, 0.12% active; AID 1671193; Potency, µM (titrated, usually from 57.1 µM), for inactives: top-dose activity change, negative = cytotoxicity, most hits filed as cytotoxic; HEK-293-SNCA-luc viability, GF-AFC fluorescence, 24 h;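 further: potency means the concentration at half of the fitted maximal effect; 0% = DMSO-treated cells and -100% = medium-only wells without cells; nearly all actives have a fitted effect of over 30% in size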
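HEK-293-SNCA-luc cells (1500/well) plated 24 h, then exposed 24 h to a dilution series; GF-AFC added 30 min at 37C, fluorescence 405/540 nm; normalised to medium-only and DMSO wells, Hill fit.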
SNCA expr inhib: reduces expression of the alpha-synuclein gene; HEK-293 SNCA-luciferase knock-in, luminescence, 24 h; Potency, µM (titrated, usually from 57.2 µM), for the others: top-dose activity change, negative = inhibition, actives largely listed as inhibitors; 140,000 tested, 0.17% active;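 further: potency means the concentration at half of the fitted maximal effect; plate controls were DMSO cells for no effect and cell-free wells for full effect; nearly all actives have a fitted effect of over 45% in size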
GPT2 inhibitor: GPT2 alanine aminotransferase inhibition; Q8TD30; Recombinant GPT2, coupled pyruvate oxidase/HRP Amplex Red fluorescence; Potency, µM (titrated, usually from 57.7 µM), for the others: at the highest dose activity change, negative = inhibition, usual class: inhibitors; 100,000 tested, 0.25% active; further: potency means the concentration at half of the fitted maximal effect; nearly all actives have a fitted effect of over 60% in size; many of its hits are not listed in these tables
Target sequence (Q8TD30 whole entry, looked up): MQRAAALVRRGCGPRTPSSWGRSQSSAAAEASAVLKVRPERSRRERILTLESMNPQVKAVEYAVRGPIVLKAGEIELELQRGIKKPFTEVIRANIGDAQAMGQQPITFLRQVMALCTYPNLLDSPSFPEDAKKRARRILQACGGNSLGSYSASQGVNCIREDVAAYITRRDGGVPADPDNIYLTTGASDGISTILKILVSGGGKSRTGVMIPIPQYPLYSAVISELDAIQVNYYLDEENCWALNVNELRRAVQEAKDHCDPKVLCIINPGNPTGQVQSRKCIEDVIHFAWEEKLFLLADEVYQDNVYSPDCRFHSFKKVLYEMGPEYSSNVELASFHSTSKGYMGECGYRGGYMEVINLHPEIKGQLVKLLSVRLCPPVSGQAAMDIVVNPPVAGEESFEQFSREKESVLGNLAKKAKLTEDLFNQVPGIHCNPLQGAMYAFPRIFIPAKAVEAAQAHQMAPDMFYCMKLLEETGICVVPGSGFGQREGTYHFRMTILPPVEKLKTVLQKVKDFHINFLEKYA
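Inhibition is scored from Amplex Red fluorescence generated when pyruvate oxidase and HRP act on pyruvate released by GPT2. Reactions contain 10ng/uL enzyme, 250uM a-KG and 2mM L-alanine and run 30 min at room temperature.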
HEK293 tox: HEK 293 cell cytotoxicity. HEK 293 viability, ATP luminescence (CellTiter-Glo), 48-72 h. Potency, µM (top dose mostly 115 µM), inactives show at the top dose activity change, negative = cytotoxicity, actives largely listed as inhibitors. 94,000 tested, 6.6% active. AID 1345083; further: potency means the concentration at half of the fitted maximal effect; nearly all actives have a fitted effect of over 60% in size
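Cytotoxicity was scored by loss of ATP-coupled luminescence (CellTiter-Glo) in HEK 293 cells. Compound treatment ran 48 or 72 hr at 37 degree Celsius, 5% CO2, 95% humidity.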
IP6K1 inh: IP6K1 kinase inhibition; Q92551; IP6K1 kinase, ADP-Glo luminescence, 2 h; hits give low values; 140,000 tested, 0.81% active; activity change, % (series mostly up to about 58 µM); AID 1645851; in the data active means activity change below about -25%
Target sequence (Q92551 whole entry, looked up): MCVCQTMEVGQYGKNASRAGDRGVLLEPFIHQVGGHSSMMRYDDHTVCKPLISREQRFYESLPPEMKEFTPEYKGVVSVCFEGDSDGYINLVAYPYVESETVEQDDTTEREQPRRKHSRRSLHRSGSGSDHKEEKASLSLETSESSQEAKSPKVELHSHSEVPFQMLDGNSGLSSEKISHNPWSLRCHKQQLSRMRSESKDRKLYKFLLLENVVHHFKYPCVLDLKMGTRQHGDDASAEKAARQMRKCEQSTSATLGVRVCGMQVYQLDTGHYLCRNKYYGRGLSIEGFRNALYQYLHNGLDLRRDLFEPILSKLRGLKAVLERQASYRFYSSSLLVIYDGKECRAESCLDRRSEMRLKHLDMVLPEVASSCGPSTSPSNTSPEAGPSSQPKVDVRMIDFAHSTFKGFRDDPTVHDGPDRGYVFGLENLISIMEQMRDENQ
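ADP-Glo luminescence measures ADP made by human IP6K1 during a 2 h RT reaction with ATP/IP6 (mix at 1.3 mM/130 uM); top library doses 57.5 and 19.1 uM final.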
NIH3T3 tox: NIH 3T3 cell cytotoxicity; NIH 3T3 viability, CellTiter-Glo ATP luminescence, 48-72 h; Potency, µM (top dose mostly 96.7 µM), inactives show at the highest dose activity change, negative = cytotoxicity, hits mostly inhibitors; 94,000 tested, 4.3% active; AID 1345082; further: potency means the concentration at half of the fitted maximal effect; nearly all actives have a fitted effect of over 55% in size
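Viability of NIH 3T3 cells after 48 or 72 hr compound treatment at 37 °C was assessed by CellTiter-Glo, with luminescence imaged following a 10 min room-temperature step.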
Luciferase inh: inhibitors of firefly (Photinus pyralis) luciferase. AID 1347043. Potency, µM (titrated, usually from 115 µM), for the others: at the highest dose activity change, negative = inhibition, actives largely listed as inhibitors. 76,000 tested, 2.5% active. P08659. purified P. pyralis luciferase, luminescence, biochemical; further: potency means the concentration at half of the fitted maximal effect; nearly all actives have a fitted effect of over 65% in size
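Purified P. pyralis luciferase (10nM final) in 50mM Tris acetate pH 7.5, 10mM Mg acetate, 0.01% Tween-20, 0.05% BSA with 10uM D-luciferin and 10uM ATP. Compounds titrated qHTS. Luminescence imaged on CCD.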
An asterisk follows results filed as active; i = inactive; ? = inconclusive; nt = not tested or not shown; & = joins results of further samples; [ ] = another dose, or the depositor's remark. Unless noted, the call rests on the fitted dose curve; in most records, active means well fitted curve in the direction sought with a large enough effect; inconclusive means small, poorly fitted or top-dose-only effect, or another doubt; inactive means no such curve, though single readings can be large; an effect the other way counts as inactive or inconclusive. Unless noted, on the % scale 0 is the no-effect control and ±100 the full control effect.

SMILES	SNCA viab count	SNCA expr inhib	GPT2 inhibitor	HEK293 tox	IP6K1 inh	NIH3T3 tox	Luciferase inh
COc1ccc(Cn2c(=O)c(C(=O)N3CCN(C(=O)N(C)C)CC3)nc3cccnc32)cc1	-16%	-24%	4%	i	2	2%	nt
O=C(NCc1ccccc1)c1cn2cc(-c3ccccc3)sc2n1	-4%[87.6 µM]	73%[activator][87.6 µM]	i	-18%[172 µM]	-8	-32%[138 µM]	nt
O=C(c1cocn1)N1C[C@@H](COc2ccncc2)[C@H](c2ccccn2)C1	7%	1%	-7%	-6%	13	-3%	-2%
COCCn1c(C)cnc1C1CCN(S(=O)(=O)c2ccc(C#N)cc2)C1 (centres undefined)	12%	6%	2%	i	1	i	-2%
CCCCS(=O)(=O)CC(O)CSc1nc(-c2ccc(C)cc2)cc(-c2ccccc2)c1C#N (centres undefined)	-4%	-10%	nt	nt	-12	nt	nt
CCn1cc(C(=O)O)c(=O)c2ccc(C)nc21	?	-12%	-11%&3%&-4%	nt	4	nt	nt
CC(C)NC(=O)N[C@H]1C[C@H]2C(=O)NC[C@@H](CCC(=O)N3CCOCC3)N2C1	4%[87.6 µM]	9%[87.6 µM]	?	0%[172 µM]	-11	0%[174 µM]	-7%[172 µM]
O=C(O)C1CC2(CCN(C(=O)NCc3ccccc3F)CC2)CN1 (centres undefined)	-5%	27%	3%	i	-12	i	3%
COc1ccc2c(c1)c1c(c(=O)n(-c3ccc(C)cc3)c(=O)n1CC(=O)NCc1ccc(C)cc1)n2C	6%	14%	nt	nt	0	nt	nt
COc1ccccc1CNC(=O)C1CCN(C2=NS(=O)(=O)C(c3ccc(C)c(C)c3)=C2C)CC1	3%	-6%	nt	nt	18	nt	nt
O=C(NC1CCCCCC1)C1CCN(C(=O)N2CCOc3ccc(Cl)cc32)CC1	-19%	?	nt	nt	10	nt	nt
CCc1noc(-c2cccn3c(CNC(=O)COc4ccc(F)cc4)nnc23)n1	-10%	-23%	i	4%	8	-3%	0%
COc1ccc(CC(=O)Nc2ccc3n(c2=O)C[C@H]2C[C@@H]3CN(C(=O)c3ccc(-c4ccccc4)cc3)C2)cc1	-11%	-13%	i	-24%	-8	-21%	7%
COc1ccc(Cn2c(C3CCN(C(=O)Cc4ccc(F)cc4)CC3)n[nH]c2=O)cc1	8%	0%	-5%	4%	2	-3%	0%
O=C1CC2(CCN(C(=O)C3CCCN3C(=O)c3ccc(F)cc3)CC2)Oc2ccccc2N1 (centres undefined)	4%	-11%	i	-6%	-5	-18%	nt
CC(=O)Oc1ccc(C(c2ccc(OC(C)=O)cc2)c2ccccn2)cc1	13%[23.9 µM]	3%[25.6 µM]	3%	nt	-9	nt	nt
O=C(CCn1ccc(=O)[nH]c1=O)N1CCc2nc(-c3ccccc3)[nH]c2C1	1%	15%	-4%	-2%	3	-18%	0%
O=C([C@H]1CCCN1C(=O)c1ccccc1Cl)N1CCCC(c2nc3ccncc3[nH]2)C1 (some centres undefined)	4%	-6%	i	0%	16	-19%	nt
O=c1[nH]c(=O)n([C@H]2C[C@@H](O)[C@@H](CO)O2)cc1I	-9%	18%	i	nt	nt	nt	nt
COc1ccc(C(=O)N2CC[C@@H](CC(=O)O)[C@@H](CCN(CCN3CCOCC3)c3ccccc3)C2)cc1	4%	-8%	1%	-18%	1	-17%	1%
O=C(c1noc2c1CCCC2)N1CCN(c2cccc(Cl)c2)C(=O)C1	4%	-16%	0%	?	14	-25%	5%
CCOC(=O)CSc1nc(-c2ccc(Cl)cc2)cc(C(F)(F)F)c1C#N	5%	34%[activator]	nt	nt	-6	nt	nt
CN1C(=O)CS(=O)(=O)C12CCN(C(=O)c1cccc(F)c1)CC2	-2%	-8%	-3%	-23%	-10	-12%	-7%
Cn1ccnc1CNC(=O)C[C@@H]1C[C@H]2O[C@H](CNCc3cnccc3Cl)[C@@H](O)[C@H]2O1	5%	?	3%	-4%	10	0%	1%
O=C(C[C@@H]1CCNC[C@@H]1Cc1cc(COc2ccccc2)on1)NCc1cccs1	-1%[87.6 µM]	1%[87.6 µM]	-5%[88.5 µM]	?	8	?	2%[172 µM]

Given with values under each structure: two of the compounds above
Value order: SNCA viab count	SNCA expr inhib	GPT2 inhibitor	HEK293 tox	IP6K1 inh	NIH3T3 tox	Luciferase inh
COc1ccc(Cn2c(C3CCN(C(=O)Cc4ccc(F)cc4)CC3)n[nH]c2=O)cc1
    8%	0%	-5%	4%	2	-3%	0%
O=C1CC2(CCN(C(=O)C3CCCN3C(=O)c3ccc(F)cc3)CC2)Oc2ccccc2N1 (centres undefined)
    4%	-11%	i	-6%	-5	-18%	nt

Back to the main list; the four compounds before the break are reprinted first.
SMILES	SNCA viab count	SNCA expr inhib	GPT2 inhibitor	HEK293 tox	IP6K1 inh	NIH3T3 tox	Luciferase inh
CCOC(=O)CSc1nc(-c2ccc(Cl)cc2)cc(C(F)(F)F)c1C#N	5%	34%[activator]	nt	nt	-6	nt	nt
CN1C(=O)CS(=O)(=O)C12CCN(C(=O)c1cccc(F)c1)CC2	-2%	-8%	-3%	-23%	-10	-12%	-7%
Cn1ccnc1CNC(=O)C[C@@H]1C[C@H]2O[C@H](CNCc3cnccc3Cl)[C@@H](O)[C@H]2O1	5%	?	3%	-4%	10	0%	1%
O=C(C[C@@H]1CCNC[C@@H]1Cc1cc(COc2ccccc2)on1)NCc1cccs1	-1%[87.6 µM]	1%[87.6 µM]	-5%[88.5 µM]	?	8	?	2%[172 µM]
CC(C)OCCCNC(=O)C(=O)Nc1c2c(nn1-c1ccccc1)CS(=O)(=O)C2	9%	15%	nt	nt	19	nt	nt
Cc1ccc(Cl)cc1NC(=O)c1sc2nc(-c3ccccc3)cn2c1C	7%	46%[activator]	nt	nt	3	nt	nt
Cc1ccc(NC(=O)Nc2csc3c2CCCC3)c(C)c1	0%	?	nt	nt	4	nt	nt
COc1cccc2c1OCC(CNC(=O)CCN1Cc3ccccc3C1=O)C2 (centres undefined)	-3%	-10%	5%	-7%	-11	-8%	10%
COCCNC(=O)[C@@H]1C[C@@H](O)CN1C1CCN(C(=O)CC2CCCCC2)CC1	6%	-15%	i	0%	30	-8%	6%
COCC1CN(C)CC12CCN(C(=O)c1cc(C)cc(C)c1)CC2 (centres undefined)	-7%	5%	i	?	3	-21%	0%
CC(=O)N1CCN(CCCn2nc3n(c2=O)CCCC3)CC1	nt	nt	nt	i	-11	-1%[138 µM]	nt
c1cn(-c2ccc(-c3nc(C4CCOC4)no3)cc2)cn1 (centres undefined)	-6%	10%	i[11.5 µM]	-4%	-28*	-20%	-16%
CCN1CCC(N2CCC(N3C(=O)C4(CCCCC4)C3c3ccncc3)CC2)CC1 (centres undefined)	12%	17%	1%	-4%	-3	-27%	nt
COc1ccccc1-c1cc(C(=O)N2CCN(c3ncccn3)CC2)nc2c1cnn2C	-2%	-7%	-9%	5%	-3	i	nt
Clc1cc(NCCc2ccccn2)n2nccc2n1	5%[87.6 µM]	30%[87.6 µM]	i	?	0	?	-18%[172 µM]
Cc1ccc(-n2c(C3CCN(C(=O)c4ccc(C#N)cc4)CC3)n[nH]c2=O)cc1	-10%	7%	-29%	-12%	-19	35µM*	0%
CCN(CCn1cccn1)Cc1cnc(S(=O)(=O)Cc2ccccc2)n1CC(C)C	-1%	-6%	i	-19%	2	?	2%
O=C(c1ccccn1)N1CCn2c(nnc2C2CCCNC2)C1 (centres undefined)	2%[87.6 µM]	8%[87.6 µM]	i	i	6	4%[138 µM]	-7%[172 µM]
COCCCNC(=O)C1CCN(C(=O)c2ccc(-n3ccc4ccccc43)s2)CC1	6%	218%[activator]	nt	nt	5	nt	nt
CCC(=O)N1CCc2cc(S(=O)(=O)NC(C(=O)NCCc3cccc(C)c3)C(C)C)ccc21 (centres undefined)	13%	31%[activator]	nt	nt	28	nt	nt
CC(=O)N1CCCC(N2C(=O)c3c(c(C)nn3-c3ccccc3)C2C(C)C)C1 (centres undefined)	nt	nt	nt	?	8	?	nt
Cc1nc(C)c(C(=O)N2CCc3onc(-c4cccc(F)c4)c3C2)s1	-12%	18%	?	-25%	1	?	6%
COc1ccc(NC(=O)c2ccco2)cc1NC(=O)COc1ccccc1	0%	66%[activator]	nt	nt	13	nt	nt
Cn1cnc(S(=O)(=O)N2C[C@@H](Oc3cccnc3)C[C@@H]2C(=O)N2CCOCC2)c1	-2%	24%	-4%	3%	29	4%	6%
COc1ccc(Cn2ccnc2SCC(=O)NC2CCCC2)cc1	9%	7%	nt	nt	0	nt	nt
COCCc1nncn1C1CCN(C(=O)c2ccc(Br)cc2)CC1	2%	-19%	-7%	6%	3	i	-5%
CCCc1nnc(C[C@@H]2C[C@@H](C(C)C)[C@H](CO)C=C2C)o1	-15%[87.6 µM]	4%[87.6 µM]	-13%[88.5 µM]	?	-6	?	-1%[230 µM]
CCCNc1cc(N2CCC(CCC(=O)NCc3cccc(OC)c3)CC2)ncn1	2%	2.2µM*	5%	-15%	16	-1%	?
COCCN1C(=O)c2ccccc2C(C(=O)NCCc2ccc(OC)cc2)C12CCCC2 (centres undefined)	-6%	10%	i	-1%	0	i	7%
Later entries:
SMILES	SNCA viab count	SNCA expr inhib	GPT2 inhibitor	HEK293 tox	IP6K1 inh	NIH3T3 tox	Luciferase inh
COc1ccc(-c2nc(C)nc3c2CN(C(=O)Cc2ccc(F)cc2)CC3)cc1	-1%	20%	2%	-5%	-10	-5%	nt
O=C(c1ccc(Nc2nc3ccccc3n3nnnc23)cc1)N1CCN(c2ccc(F)cc2)CC1	-2%	67%[activator]	nt	nt	11	nt	nt
Cc1cc2nc3n(c(=O)c2n1CC(=O)Nc1cccc(Cl)c1)CCCCC3	-25%	-4%	0%	?	12	?	18%
O=C(c1cccc2[nH]ccc12)N1CCC2(CC1)N(Cc1cccc(F)c1)C(=O)CS2=O (centres undefined)	-2%	1%	i	3%	-9	i	-1%
c1cc(-c2cc(-c3ccc(N4CCOCC4)nc3)cn3cncc23)ccn1	4%[87.6 µM]	-21%[87.6 µM]	i	?	-2	?	-18%[172 µM]
CC(=O)N1CCC(C(=O)N2CCN3C(=O)c4cc(-c5ccc6c(c5)OCO6)ccc4NC(=O)[C@H]3C2)CC1	9%	11%	-4%	-5%	-1	3%	-10%
COc1ccc(S(=O)(=O)c2cc3cc(OC)ccc3oc2=O)cc1	29%	1%	nt	nt	-10	nt	nt
O=C1C(N2CCN(S(=O)(=O)c3ccccc3)CC2)CCN1CCc1ccccc1 (centres undefined)	3%	-23%	3%	?	9	-30%	10%
Cc1ccc(N2CC(c3noc(-c4cccc(C)c4)n3)CC2=O)cc1 (centres undefined)	6%	19%	i	6%	14	2%	-8%
COc1ccc(-c2cccc(C(=O)N3CCN(C(=O)Cc4ccccn4)CC3)c2)nn1	nt	nt	nt	-5%	-5	-19%	nt
COc1ccc(CN2C[C@@H](C(N)=O)[C@H](c3nc(C)no3)C2)cc1Cn1ccnc1	-4%	-9%	1%	?	22	-22%	6%
COc1cc(C)c(-c2nc(CN3CCOC(CCN)C3)c(C)o2)cc1C (centres undefined)	-4%	13%	-7%	45µM*	11	?	-6%

Compounds as they come. Share with any hit: about 7.7%.
